Screening results as filed in PubChem BioAssay.
PI5P4K alpha inh – qHTS for Inhibitors of phosphatidylinositol 5-phosphate 4-kinase (PI5P4K) | 1.2% of 330,000 active | PI5P4Kalpha enzyme, ADP-Glo luminescence, 60 min; hits give low values | Phosphatidylinositol 5-phosphate 4-kinase type-2 alpha (Homo sapiens), P48426 | max response, %; active means max response of -50% or lower; inconclusive means between -30% and -50%; inactive means -30% or higher; further: value at the top dose of about 77 µM; on the % scale 0 is the no-effect control and ±100 the full control effect
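Human PI5P4Kalpha with substrate in 0.038 M HEPES pH 7.4, 0.28 mM EGTA, 0.1% CHAPS, 5% DMSO; reaction started with 5 microM ATP (final), 60 min at room temperature. ADP formed read by ADP-Glo luminescence.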
PTHR1 ag – qHTS for PTHR1 Agonists: Primary Screen; Potency, µM (titrated, usually from 115 µM), without a hit: top-dose activation, usual class: activators; AID 743266, 2014; HEK293 GP2 PTHR1 cells, GloSensor cAMP luminescence, 1 h; 0.075% of 410,000 active; Parathyroid hormone/parathyroid hormone-related peptide receptor (Homo sapiens), Q03431; further: potency means the concentration at half of the fitted maximal effect; nearly all actives have a fitted effect of over 55% in size; some results filed as inactive show a strong effect at the top dose; inactives centre near -15; many of its hits are not listed in these tables
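HEK-293-derived GP2 cells expressing PTHR1 and a GloSensor cAMP reporter, 3,000/well, plated overnight, given luciferin plus IBMX (each 0.5 mM as added) for 1 h at 37 °C, then compound for 1 h at 37 °C. Luminescence was read after 15 min at room temperature.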
GLP-1R inv ag – qHTS of GLP-1 Receptor Inverse Agonists (Inhibition Mode); Glucagon-like peptide 1 receptor (Homo sapiens), P43220; HEK293 GLP-1R CRE-luciferase, luminescence, 24 h; GLP-1R form is constitutively active; Potency, µM (top dose mostly 38.3 µM), without a hit: at the top dose activity change, negative = inhibition, usual class: inhibitors; 1.6% of 410,000 active; AID 624417, 2012; further: potency means the concentration at half of the fitted maximal effect; on the % scale 0 is the no-effect control and ±100 the full control effect; nearly all actives have a fitted effect of over 55% in size
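Constitutively active GLP-1R drives a cAMP-responsive luciferase in stably transfected HEK293 cells; test compounds are added after overnight (12 h) attachment and left 24 hr, and signal loss in luminescence marks inhibition.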
GLP1R cytotox – qHTS of GLP-1 Receptor Inverse Agonists: Cytotox Screen; HEK293 cAMP-luciferase reporter cells, luminescence, 24 h; Potency, µM (titrated, usually from 38.3 µM), without a hit: at the top dose activity change, negative = inhibition, most hits filed as inhibitors; 0.13% of 410,000 active; AID 624418, 2012;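 further: loss of luciferase light is scored as toxicity; potency means the concentration at half of the fitted maximal effect; on the % scale 0 is the no-effect control and ±100 the full control effect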
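Seeding density was 200 cells/uL; after overnight-length (12 h) culture, 23 nL compounds went on for 24 h at 37 °C. Readout used a luciferase detection reagent, luminescence taken after 12 min at room temperature.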
GLP-1R agonist – qHTS of GLP-1 Receptor Agonists | Glucagon-like peptide 1 receptor (Homo sapiens), P43220 | 0.007% of 380,000 active | AID 624172, 2012 | HEK293 GLP-1R CRE-luciferase, luminescence, 4-6 h; cells express a hypersensitive GLP-1R form | Potency, µM (top dose mostly 45.6 µM), for inactives: top-dose activation, most hits filed as activators; further: potency means the concentration at half of the fitted maximal effect; % of control where 0% means no effect
EPAC1 agonist – qHTS for Agonist of cAMP-regulated guanine nucleotide exchange factor 3 (EPAC1): primary screen. Rap guanine nucleotide exchange factor 3 (Homo sapiens), O95398. EPAC1 agonist qHTS, biochemical assay; response scale: 100% = response to 6.5 mM cAMP. Potency, µM (highest dose often 154 µM), for the others: at the top dose activation, actives largely listed as activators. 0.073% of 360,000 active. AID 720707, 2013; further: potency means the concentration at half of the fitted maximal effect; nearly all actives have a fitted effect of over 60% in size
Target sequence (O95398 whole entry, looked up): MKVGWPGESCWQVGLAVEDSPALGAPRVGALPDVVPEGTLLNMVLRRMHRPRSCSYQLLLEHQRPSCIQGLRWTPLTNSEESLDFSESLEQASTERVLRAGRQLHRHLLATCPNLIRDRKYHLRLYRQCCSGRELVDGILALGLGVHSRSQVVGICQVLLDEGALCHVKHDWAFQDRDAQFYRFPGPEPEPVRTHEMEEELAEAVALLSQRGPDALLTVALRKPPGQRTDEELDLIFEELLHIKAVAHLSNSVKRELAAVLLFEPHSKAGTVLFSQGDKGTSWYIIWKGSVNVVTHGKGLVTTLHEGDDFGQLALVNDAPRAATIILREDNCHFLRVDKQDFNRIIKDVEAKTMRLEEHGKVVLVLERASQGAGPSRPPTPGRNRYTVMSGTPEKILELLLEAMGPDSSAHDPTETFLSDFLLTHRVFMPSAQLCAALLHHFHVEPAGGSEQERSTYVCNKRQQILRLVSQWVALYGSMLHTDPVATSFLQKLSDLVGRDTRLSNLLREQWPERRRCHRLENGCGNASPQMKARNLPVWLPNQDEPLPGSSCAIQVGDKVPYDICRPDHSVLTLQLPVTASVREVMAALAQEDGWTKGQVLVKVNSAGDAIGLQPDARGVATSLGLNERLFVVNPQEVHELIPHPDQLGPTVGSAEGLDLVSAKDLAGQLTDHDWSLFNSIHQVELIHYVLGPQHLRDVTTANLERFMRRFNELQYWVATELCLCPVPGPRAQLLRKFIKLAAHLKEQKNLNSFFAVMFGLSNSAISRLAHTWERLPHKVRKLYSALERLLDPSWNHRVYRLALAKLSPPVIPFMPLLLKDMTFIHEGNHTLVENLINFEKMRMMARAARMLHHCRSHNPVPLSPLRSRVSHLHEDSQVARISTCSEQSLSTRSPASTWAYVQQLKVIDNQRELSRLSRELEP
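Compounds were pinned as a concentration titration into mixtures of EPAC1 (100 nM), BODIPY-GDP-loaded Rap1B (250 nM) and GDP (50 uM). After 5 min at room temperature, fluorescence was followed for 30 min; activity was scaled to 6.5 mM cAMP.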
EPAC1 antagonist – qHTS for Antagonist of cAMP-regulated guanine nucleotide exchange factor 3 (EPAC1): primary screen. 0.14% of 360,000 active. EPAC1 GEF assay, Rap1b-BODIPY-GDP exchange fluorescence. Rap guanine nucleotide exchange factor 3 (Homo sapiens), O95398. Potency, µM (highest dose often 115 µM), for inactives: top-dose activity change, negative = inhibition, usual class: inhibitors. AID 720709, 2013;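 further: potency means the concentration at half of the fitted maximal effect; plate controls were vehicle for no effect and positive control for full effect; nearly all actives have a fitted effect of over 50% in size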
PLK1 PBD block – qHTS for Inhibitors of PLK1-PDB (polo-like kinase 1 - polo-box domain): Primary Screen; Serine/threonine-protein kinase PLK1 (Homo sapiens), P53350; 2.8% of 360,000 active; Potency, µM, for inactives: max response, negative = inhibition, usual class: inhibitors; Plk1 PBD binding of FITC phosphopeptide, fluorescence polarization; further: potency means the concentration at half of the fitted maximal effect; series mostly up to about 57 µM; on the % scale 0 is the no-effect control and ±100 the full control effect; nearly all actives have a fitted effect of over 65% in size
IL2 activator – qHTS of IL-2 Activators. IL-2 activation reporter assay, cell-based qHTS; stimulated with anti-CD3/CD4/CD28 beads; in transgenic mouse T cells. activation, % (series mostly up to about 46 µM). 0.065% of 360,000 active. AID 652025, 2013; in the data active means activation above about 50%; inconclusive means mostly about 30% to 49%; further: 0% is about no effect
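First, unstimulated transgenic mouse T cells were exposed to compound for 60 min. Next, anti-CD3/anti-CD4-coated beads with anti-CD28 were added. Finally, after 18 h at 37 degrees C, EGFP and DsRed were imaged.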
* = called active by the depositor; i = inactive; u = inconclusive; x = no result given; [ ] = dose if it differs, or a comment. Unless noted, the call rests on the fitted dose curve; in most records, active means well fitted curve in the direction sought with a large enough effect; inconclusive means small, poorly fitted or top-dose-only effect, or another doubt; inactive means no such curve, though single readings can be large; an effect the other way counts as inactive or inconclusive. Some of the compounds tested; count on the stated rates, not on these rows.

SMILES | PI5P4K alpha inh | PTHR1 ag | GLP-1R inv ag | GLP1R cytotox | GLP-1R agonist | EPAC1 agonist | EPAC1 antagonist | PLK1 PBD block | IL2 activator
CCOc1ccc(S(=O)(=O)N2CCOCC2)cc1NC(=O)CSC(=S)N1CCCC1 | -14 | -17% | 13% | -2% | 7% | 2% | 6% | u | -6.1
O=c1[nH]c2cc([N+](=O)[O-])ccc2c2ccccc12 | -6 | -39%[inhibitor] | 16% | 51%[activator] | 1% | 6% | 6% | -12% | -3.8
O=C(Cc1cccs1)NCCS(=O)(=O)N1CCN(c2ccccc2)CC1 | -12 | -7% | -5% | -9% | -6% | -3% | 3% | -4% | -2.5
O=C(NCCCN1CCOCC1)c1cn(-c2ccccc2)nc1-c1ccc(Br)cc1 | 23 | -5% | u | u | -2% | 2% | -8% | -7% | 1.4
Cc1nc(SC(C(N)=O)c2ccccc2)c(C#N)c(C)c1C (stereo not given) | 4 | i | 28% | 4% | 17% | -6% | -19% | -6% | 0.4
COc1cc(C=NNC(=S)Nc2ccc(S(=O)(=O)N3CCCCC3)cc2)cc(OC)c1OC | -12 | -3% | 54%[activator] | -6% | 9% | 1% | 6% | -1% | -2.6
Clc1ccc2c(c1)nc1n2CCCC1 | -3 | -20% | 9% | -31% | -7% | 7% | 19% | 1% | -2.4
O=C(Nc1nc2ccc(S(=O)(=O)N3CCCC3)cc2s1)c1ccccn1 | -8 | -24% | 7% | 8% | -4% | 8% | -1% | -16% | -0.3
COc1cc(C(=S)N2CCCC2)ccc1O | x | -6%[57.5 µM] | 4% | 1% | -11% | 0% | 6% | 27µM* | -2.7
Nc1nc2c(s1)CCc1ccccc1-2 | -7 | i | 77%[activator] | 13% | -2% | 4% | -7% | u | -3.7
O=C(Nc1nc2ccccc2s1)C1CCN(C(=O)c2ccco2)CC1 | -7 | -28% | -20% | 4% | 2% | 7% | -14% | -6% | -4.1
O=C(O)c1ccc(NC(CSCc2ccc(F)cc2)C(=O)O)c([N+](=O)[O-])c1 (stereo not given) | x | 9% | -8% | u | 5% | 10% | -25% | -16% | -3.8
O=C(NCc1ccccc1CN1CCCC1)c1ccc(S(=O)(=O)Nc2ccccc2)cc1 | 4 | -19% | 13µM* | -29% | 0% | -1% | 0% | -10% | -2.5
CCCCC(=O)Nc1cccc(NC(=O)c2cccc([N+](=O)[O-])c2)c1 | 0 | i | u | 0% | 0% | -1% | -7% | -6% | 1.2
Cc1ccc(NC(=S)N(CCN2CCCCC2)Cc2ccco2)cc1C | -1 | 38% | u | u | 8% | -9% | -18% | -20% | -0.4
CCN1/C(=C/c2ccc3ccccc3[n+]2CCCS(=O)(=O)[O-])C=Cc2cc(C)ccc21 | -28 | 1% | u | u | -1% | -2% | -23% | -5% | -0.6
Cc1sc2ncn(CC(=O)N3CCCCC3)c(=O)c2c1S(=O)(=O)N1CCC(C)CC1 | 1 | i | 3% | 3% | 0% | -1% | 12% | -2% | -2.6
O=C(Nc1cc(S(=O)(=O)Nc2ccc(Cl)cc2)ccc1O)c1ccc(F)cc1F | 17 | -92%[inhibitor] | u | 10% | 2% | -5% | -3% | -6% | -5.6
CCCCN(Cc1ccccc1)C(=O)C1CCN(Cc2sccc2C)CC1 | 0 | -19% | 7.1µM* | -23% | 0% | -10% | -9% | 5% | -3.3
CN(C)S(=O)(=O)N(CC(=O)N(Cc1ccccc1)Cc1ccccc1)c1ccccc1 | x | i | 0% | -7% | -14% | 15% | -4% | -12% | -4.8
CCc1nc2ccccc2c(C(=O)O)c1C | 1 | 30%[57.5 µM] | 4% | 8% | -3% | 7% | 10% | 1% | -1.0
CCOC(=O)c1cc(S(=O)(=O)NC2CCN(C(=O)OCC)CC2)cn1C | -22 | -1%[57.5 µM] | -15% | -9% | 8% | 2% | 6% | -18% | 0.3
COCCCNC(=O)c1cn(-c2cccc(OC)c2)c(=O)c2ccccc12 | -11 | -16% | 20% | 1% | 3% | -3% | 17% | 0% | -2.3
CN(C(=O)c1ccc(NC(=O)Cc2ccc(NC(=O)C3CCN(C(=O)C4CCC4)CC3)cc2)cc1)C1CC1 | -6 | -24% | 13% | u | 3% | -11% | -4% | 4% | 0.6
O=C(CSc1cccc[n+]1[O-])c1cccs1 | 5 | i | u | u | -3% | -1% | -2% | 24µM* | -0.2
CNc1ccc(C(=O)OCC(=O)NC(=O)NC2CCCC2)cc1[N+](=O)[O-] | -1 | -57% | 2% | 2% | 13% | -9% | -8% | -1% | 4.7
O=C(CSc1nnc(COc2ccc(Cl)cc2)o1)NC1CCCCC1 | 9 | -10% | u | 6% | 9% | 3% | 7% | -2% | -1.0

An excerpt of these results, with values under each structure:
Value order – PI5P4K alpha inh	PTHR1 ag	GLP-1R inv ag	GLP1R cytotox	GLP-1R agonist	EPAC1 agonist	EPAC1 antagonist	PLK1 PBD block	IL2 activator
Cc1sc2ncn(CC(=O)N3CCCCC3)c(=O)c2c1S(=O)(=O)N1CCC(C)CC1
    1	i	3%	3%	0%	-1%	12%	-2%	-2.6
O=C(Nc1cc(S(=O)(=O)Nc2ccc(Cl)cc2)ccc1O)c1ccc(F)cc1F
    17	-92%[inhibitor]	u	10%	2%	-5%	-3%	-6%	-5.6
CCCCN(Cc1ccccc1)C(=O)C1CCN(Cc2sccc2C)CC1
    0	-19%	7.1µM*	-23%	0%	-10%	-9%	5%	-3.3
CN(C)S(=O)(=O)N(CC(=O)N(Cc1ccccc1)Cc1ccccc1)c1ccccc1
    x	i	0%	-7%	-14%	15%	-4%	-12%	-4.8
CCc1nc2ccccc2c(C(=O)O)c1C
    1	30%[57.5 µM]	4%	8%	-3%	7%	10%	1%	-1.0
CCOC(=O)c1cc(S(=O)(=O)NC2CCN(C(=O)OCC)CC2)cn1C
    -22	-1%[57.5 µM]	-15%	-9%	8%	2%	6%	-18%	0.3
COCCCNC(=O)c1cn(-c2cccc(OC)c2)c(=O)c2ccccc12
    -11	-16%	20%	1%	3%	-3%	17%	0%	-2.3
CN(C(=O)c1ccc(NC(=O)Cc2ccc(NC(=O)C3CCN(C(=O)C4CCC4)CC3)cc2)cc1)C1CC1
    -6	-24%	13%	u	3%	-11%	-4%	4%	0.6
O=C(CSc1cccc[n+]1[O-])c1cccs1
    5	i	u	u	-3%	-1%	-2%	24µM*	-0.2
CNc1ccc(C(=O)OCC(=O)NC(=O)NC2CCCC2)cc1[N+](=O)[O-]
    -1	-57%	2%	2%	13%	-9%	-8%	-1%	4.7
O=C(CSc1nnc(COc2ccc(Cl)cc2)o1)NC1CCCCC1
    9	-10%	u	6%	9%	3%	7%	-2%	-1.0

Whole records from above. Order of screens: PI5P4K alpha inh, PTHR1 ag, GLP-1R inv ag, GLP1R cytotox, GLP-1R agonist, EPAC1 agonist, EPAC1 antagonist, PLK1 PBD block, IL2 activator
`O=C(CSc1nnc(COc2ccc(Cl)cc2)o1)NC1CCCCC1` is listed as 9, -10%, u, 6%, 9%, 3%, 7%, -2%, -1.0
`COCCCNC(=O)c1cn(-c2cccc(OC)c2)c(=O)c2ccccc12` is listed as -11, -16%, 20%, 1%, 3%, -3%, 17%, 0%, -2.3
